TAAR1 antag: human TAAR1 antagonism | Q96RJ0 | CHO RD-HGA16 TAAR1, Fluo-8 calcium fluorescence, antagonist | inhibition, % at 3 µM | 360,000 tested, 1.5% active;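 active = inhibition above a per-plate cutoff, the mean inhibition of test compounds on that plate plus 3 SD, cut at about 49% in these data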;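 also: 0% = DMSO plus EC80 beta-PEA response and 100% = DMSO alone without agonist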
Target sequence (Q96RJ0 whole entry, looked up): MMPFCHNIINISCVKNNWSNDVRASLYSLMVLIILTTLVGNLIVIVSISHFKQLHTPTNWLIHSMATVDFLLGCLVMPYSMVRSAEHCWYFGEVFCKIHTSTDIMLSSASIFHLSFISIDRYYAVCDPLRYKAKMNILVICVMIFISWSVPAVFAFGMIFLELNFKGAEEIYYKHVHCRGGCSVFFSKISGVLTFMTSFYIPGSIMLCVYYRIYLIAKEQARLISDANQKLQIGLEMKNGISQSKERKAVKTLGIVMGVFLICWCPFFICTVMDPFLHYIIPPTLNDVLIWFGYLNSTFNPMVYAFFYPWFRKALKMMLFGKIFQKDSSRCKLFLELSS
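Material: RD-HGA16 CHO cells with stable hTAAR1 and Gα16; Dosing: single nominal final test compound concentration of 3 µM; Schedule: seeding 17-24 h prior, 75-min 37 °C, 30-min RT dye loading; Detection: kinetic Fluo-8 calcium fluorescence measurement; Measure: % inhibition from peak post-agonist over basal fluorescence ratio; Benchmarks: vehicle and agonist controls.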
TAAR1 ag: agonists of human TAAR1. Q96RJ0. CHO RD-HGA16 TAAR1, Fluo-8 calcium fluorescence; vehicle wells 0%, saturating PEA agonist 100%. activation, % at 3 µM. 360,000 tested, 0.99% active;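 active = activation above the mean activation of all test compounds in the run plus 3 SD, cut at about 38% in these data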
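System: CHO-derived RD-HGA16 cells with stable Gα16 and human TAAR1. Times: 17-24 h plating, Fluo-8 75 min 37 °C, 30 min RT. Measured by: calcium-sensitive Fluo-8 signal, excitation 470-495, emission 515-575 nm. Read-out basis: % activation relative to PEA EC100 response. Control set: DMSO and PEA EC100. Repeats: no replicates (n 1).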
Numbers without * were called inactive. Some of the compounds tested (hit frequency here may not be typical).

SMILES | TAAR1 antag | TAAR1 ag
COC(=O)C1=C(C)N(Cc2cccc(C(F)(F)F)c2)C(=NCC2CC2)NC1c1cccc(F)c1 (configuration not stated) | 97* | 131*
O=C(CC1CCCC1)N[C@@H](Cc1cccnc1)C(=O)N1CCC[C@H]1C(=O)NC1CCCC1 | -2 | 1
COCc1[nH]nc2c1C(c1ccc3c(c1)OCO3)N(c1ccc(OC)cc1)C2=O (configuration not stated) | -23 | 1
C[C@@H]1CN([C@H](C)CO)S(=O)(=O)c2ccc(Br)cc2O[C@H]1CN(C)CC1CCOCC1 | -3 | 0
Cc1cccc(C)c1NC(=O)C(c1ccncc1)n1c(=O)c(-c2ccccc2)nc2ccccc21 (configuration not stated) | -20 | -1
CC(C)c1cc(Cn2c3ccccc3c(=O)n2C(C)Cn2cc(-c3ccccc3)nn2)on1 (configuration not stated) | 4 | 1
O=C1c2ccccc2C(=O)C12OC(c1ccccc1)C1(C(=O)c3ccccc3C1=O)C2c1cccc([N+](=O)[O-])c1 (configuration not stated) | -22 | 2
COC(=O)[C@@]12C[C@@H](CC(=O)N3CCCCC3)C(=O)N(Cc3ccccc3)C1=CCC(C)(C)C2 | -21 | 1
COc1ccc(C(C(=O)Nc2ccc(F)cc2)N2CCN(c3ccncc3)CC2)cc1 (configuration not stated) | -2 | 3
CCCc1nc2ccccc2n1C(C(=O)NC(C)(C)C)C1CC1 (configuration not stated) | -3 | 0
CCC(C)N(Cc1ccc(OC)cc1OC)S(=O)(=O)c1cc(Br)ccc1Br (configuration not stated) | 11 | 0
C[C@@H]1CN([C@H](C)CO)C(=O)CCCn2cc(nn2)CO[C@H]1CN(C)C(=O)Oc1ccccc1 | -13 | 4
COc1ccc(C2=Nc3ccccc3N(C(=O)c3cccnc3)C2C(=O)NC(C)(C)C)cc1 (configuration not stated) | -1 | 0
CN1C(=O)[C@@]2(O[C@H]3c4ccccc4C=CN3C3=C2C(=O)CCC3)c2ccccc21 | -10 | 2
NC(=O)C[C@@H]1NC(=O)c2cc([N+](=O)[O-])cc(F)c2NCCCC[C@@H](C(N)=O)NC(=O)[C@H](CO)NC1=O | -9 | 10
O=C(N[C@@H](Cc1cccnc1)C(=O)N1CCC[C@H]1C(=O)NCc1ccccc1)c1ccc(Cl)cc1Cl | -26 | 2
Cc1ccc(NC(=O)[C@@H](Cc2ccccc2)NC(=O)[C@H]2O[C@@H](n3ccc(=O)[nH]c3=O)[C@H](O)[C@@H]2O)cc1C | -17 | 0
COCCN1C(=O)CSCC1(C)C(=O)NCc1ccccc1 (configuration not stated) | -11 | 1
COC(=O)c1cc2c(c3c4ccccc4n(S(=O)(=O)c4ccc(C)cc4)c13)C(=O)N(Cc1ccccc1)C2 | -13 | -1
CC(CNC(=O)[C@H]1O[C@@H](n2cnc3c(=O)[nH]c(N)nc32)[C@H](O)[C@@H]1O)c1ccccc1 (some centres not stated) | 66* | 84*
COc1ccc(C2=Nc3ccccc3N(C(=O)c3ccc4ncccc4c3)C2C(=O)NC(C)(C)C)cc1 (configuration not stated) | -4 | -2
CC1(C(=O)NCc2ccccc2)CN(S(C)(=O)=O)CC(=O)N1CCCN1CCOCC1 (configuration not stated) | -14 | 2
CCOC(=O)[C@]12CCCC=C1N(Cc1ccccc1)C(=O)[C@H](CC(=O)N1CCCC1)C2 | 21 | 0
CCc1cccc(Nc2cc(C)n(-c3cccc(CC)c3)c(=O)c2)c1 | -10 | 2
O=C(O)[C@H](Cc1ccccc1)NC(=O)[C@H]1O[C@@H](n2ccc(=O)[nH]c2=O)[C@H](O)[C@@H]1O | 4 | 2
COC1=CC(=O)OC(c2ccc(C(F)(F)F)cc2)C1 (configuration not stated) | -16 | 0
CN(C(=O)CCc1cn(C)c2ccccc12)c1ccc(Oc2cccnc2)cc1 | 24 | -2
CCOC(=O)C[C@@H]1OC[C@H](C)N1S(=O)(=O)c1ccc(C)cc1 | -18 | 0
Cc1ccc(S(=O)(=O)N2[C@H](CC(=O)c3cccs3)OC[C@@H]2C)cc1 | -19 | -2
Nc1nc2ncccn2c1-c1ccc(C(F)(F)F)cc1 | -11 | 2
CCCCCCCCN1C(=O)[C@@H](CC(=O)N2CCC(c3ccccc3)CC2)C[C@@]2(C(=O)OC)C1=C[C@H](C1CCCC1)O[C@@H]2C | -27 | 1
COc1ccc(C(C(=O)NC2CCCC2)n2c(Cc3cc(F)cc(F)c3)nc3ccccc32)cc1 (configuration not stated) | -19 | -1
CCCc1nc2c(C)cc(Br)cn2c1Cc1cccc(Cl)c1 | 8 | 1
Cc1cc(NCCc2c[nH]c3ccccc23)ccc1Oc1cccnc1 | 22 | -1
CCOC(=O)C1=CCN(S(=O)(=O)c2ccc(Br)cc2)C1c1ccc(Br)cc1 (configuration not stated) | -4 | 0
COc1ccc(C(=O)N2CCC[C@H]2C(=O)N2CCC[C@@H]2C(=O)NCc2ccccc2)cc1F | 12 | 0
COCC(=O)Nc1ccc2c(c1)[C@H]1C[C@@H](CC(=O)NCC3CC3)O[C@H](CO)[C@H]1O2 | -1 | 0
COC(=O)C1=C(C)N(C)C(=NCc2ccccc2)NC1c1ccc(F)cc1 (configuration not stated) | 7 | 3
CC(C)C[C@H](NC(=O)c1nccs1)C(=O)N1CCC[C@H]1C(=O)NCc1ccccc1 | 4 | 3
CN(c1cccnc1)c1ccc(NC(=O)Cc2c[nH]c3ccccc23)cc1Br | -12 | 4
C=CCn1c(SCC(=O)Nc2ccccc2OC)nnc1-c1ccco1 | 8 | 8
COC(=O)C1=C(C(=O)OC)C2CCCC1C1N=NN(c3ccccc3)C21 (configuration not stated) | -3 | 0
CC1CCCN(C(=O)Nc2ccc([N+](=O)[O-])cc2)C1 (configuration not stated) | -4 | 18
COC(=O)[C@]12C[C@H](CC(=O)NCc3cccc(C(F)(F)F)c3)C(=O)N(Cc3ccccc3)C1=C[C@H](C(C)(C)C)O[C@@H]2C | -15 | -2
O=C(NC1CCCCC1)C(c1ccc(C(F)(F)F)cc1)n1c(=O)c(-c2ccccc2)nc2ccccc21 (configuration not stated) | -4 | -1
CCOc1cc(OCC)cc(C(=O)N2CCC[C@@H]2C(=O)N2CCC[C@H]2C(=O)NCc2ccccc2)c1 | -24 | 2
CN1CCCCC(NC(=O)c2ccc(F)c(F)c2)C1=O (configuration not stated) | -17 | 1
CCOC(=O)C1CSCCS(=O)(=O)N1Cc1ccc(F)cc1 (configuration not stated) | -13 | 0
COc1ccc(C(C(=O)Nc2ccc(F)cc2)N2CCN(CC(=O)N3CCCC3)CC2)cc1 (configuration not stated) | -2 | -1
C=CCN=C1NC(c2cccc(Cl)c2)C(C(=O)OC)=C(C)N1C (configuration not stated) | 7 | 0
O=C(NCc1ccccc1)C(C1CC1)n1c(=O)c(-c2ccco2)nc2ccccc21 (configuration not stated) | 4 | 2
c1ccc(-c2nc3ccccc3n2C(c2ccccc2)c2nc3ccccc3[nH]2)cc1 (configuration not stated) | 2 | 2
O=C(C[C@@H]1C=C[C@@H](NC(=O)c2cccnc2)[C@@H](CO)O1)NCc1ccncn1 | -6 | 1
CC(C)(C)OC(=O)N1CCC2CCN(S(=O)(=O)c3ccccc3)CC21 (configuration not stated) | -14 | 0
COC(=O)[C@]12C[C@H](CC(=O)N3CCOCC3)C(=O)N(CCC3=CCCCC3)C1=C[C@H](COCc1ccccc1)O[C@@H]2C | -38 | 3
CCOC(=O)CC1(CCc2ccccc2)Oc2ccccc2N1S(=O)(=O)c1ccc(C)cc1 (configuration not stated) | -19 | 2
COC(=O)C1=C(C)N(Cc2ccccc2C(F)(F)F)C(=NCc2ccc(C(F)(F)F)cc2)NC1c1ccc(Cl)cc1 (configuration not stated) | 7 | 2
CSc1ncc(Cl)c(C(=O)Nc2sc3c(c2C(=O)NCc2ccco2)CCCC3)n1 | 4 | 1
c1ccc(Nc2nnc(-c3ccc4c(c3)OCO4)o2)cc1 | -26 | 1
CCOC(=O)N[C@H](C(=O)N1CCC[C@H]1C(=O)NCCc1ccccc1Cl)c1ccccc1 | 64* | 69*
(further entries)
SMILES | TAAR1 antag | TAAR1 ag
Cc1ccc(N2CCN(C(C(=O)Nc3c(C)cccc3C)c3cccc(F)c3)CC2)cc1 (configuration not stated) | 6 | 0
O=C(C(=O)N1CCC(Cc2ccccc2)CC1)c1cccs1 | -14 | 2
CCNC(=O)C[C@@H]1C=C[C@@H](NS(=O)(=O)c2ccc(F)cc2)[C@@H](CO)O1 | 6 | 5
CN1C(=O)[C@@](O)(c2cn(C)c3ccccc23)c2cc(Br)ccc21 | 7 | 6
CCCc1nc2ccccc2n1C(CCSC)C(=O)NC(C)(C)C (configuration not stated) | -16 | -1
CC(C)CCNC(=O)[C@@H](Cc1ccccc1)NC(=O)[C@H]1O[C@@H](n2ccc(=O)[nH]c2=O)[C@H](O)[C@@H]1O | -11 | 1
O=C(N[C@H](C(=O)N1CCC[C@H]1C(=O)NC1CCCC1)C1CCCCC1)C1CCCC1 | -13 | 2
COC(=O)[C@]12C[C@H](CC(=O)NCc3ccc(OC)c(OC)c3)C(=O)N(Cc3ccccc3)C1=C[C@H](C1CCCC1)O[C@@H]2C | -24 | -1
COc1ccc(-c2cc(NC(=O)Cc3c[nH]c4ccccc34)ccc2Nc2cccnc2)cc1F | 90* | 20
CC(C(=O)NC(C)(C)C)n1c(C(c2ccccc2)c2ccccc2)nc2ccccc21 (configuration not stated) | -12 | -1
COCCNC(=O)C1C(=O)Nc2ccccc2C(=O)N1C1CCCC1 (configuration not stated) | -1 | 1
C[C@@H]1CCCCO[C@H](CN(C)C(=O)CCC(F)(F)F)[C@H](C)CN([C@@H](C)CO)C(=O)c2cc(NS(=O)(=O)c3ccc(Cl)cc3)ccc2O1 | -8 | 1
CCCCCNC(=O)C(c1ccncc1)n1c(=O)c(-c2ccco2)nc2ccccc21 (configuration not stated) | -11 | 9
Nc1[nH]c(C(=O)c2ccc(Br)cc2)c(-c2ccccc2Cl)c1C(=O)NCCc1c[nH]c2ccccc12 | 6 | 9
CCN=C1NC(c2cccc(Cl)c2)C(C(=O)OC)=C(C)N1Cc1ccc(C(F)(F)F)cc1 (configuration not stated) | 41 | 28
COc1ccccc1OCCn1nc2ccccc2c1OC | -1 | 7
C=CCN=C1NC(c2ccccc2C(F)(F)F)C(C(=O)OC)=C(C)N1Cc1ccccc1C(F)(F)F (configuration not stated) | -10 | -2
COc1cccc(C(=O)N[C@@H](Cc2cccnc2)C(=O)N2CCC[C@H]2C(=O)NC2CCCC2)c1 | 0 | 0
CC(C)(C)C(c1nc2ccccc2[nH]1)n1c(-c2cccc(S(C)(=O)=O)c2)nc2ccccc21 (configuration not stated) | -18 | 2

Quoted at random: 2 compounds from above.
SMILES | TAAR1 antag | TAAR1 ag
CC(C)(C)C(c1nc2ccccc2[nH]1)n1c(-c2cccc(S(C)(=O)=O)c2)nc2ccccc21 (configuration not stated) | -18 | 2
COc1cccc(C(=O)N[C@@H](Cc2cccnc2)C(=O)N2CCC[C@H]2C(=O)NC2CCCC2)c1 | 0 | 0

Molecules listed so far containing an aryl methoxy group:
SMILES | TAAR1 antag | TAAR1 ag
COCc1[nH]nc2c1C(c1ccc3c(c1)OCO3)N(c1ccc(OC)cc1)C2=O (configuration not stated) | -23 | 1
COc1ccc(C(C(=O)Nc2ccc(F)cc2)N2CCN(c3ccncc3)CC2)cc1 (configuration not stated) | -2 | 3
CCC(C)N(Cc1ccc(OC)cc1OC)S(=O)(=O)c1cc(Br)ccc1Br (configuration not stated) | 11 | 0
COc1ccc(C2=Nc3ccccc3N(C(=O)c3cccnc3)C2C(=O)NC(C)(C)C)cc1 (configuration not stated) | -1 | 0
COc1ccc(C2=Nc3ccccc3N(C(=O)c3ccc4ncccc4c3)C2C(=O)NC(C)(C)C)cc1 (configuration not stated) | -4 | -2
COc1ccc(C(C(=O)NC2CCCC2)n2c(Cc3cc(F)cc(F)c3)nc3ccccc32)cc1 (configuration not stated) | -19 | -1
COc1ccc(C(=O)N2CCC[C@H]2C(=O)N2CCC[C@@H]2C(=O)NCc2ccccc2)cc1F | 12 | 0
C=CCn1c(SCC(=O)Nc2ccccc2OC)nnc1-c1ccco1 | 8 | 8
COc1ccc(C(C(=O)Nc2ccc(F)cc2)N2CCN(CC(=O)N3CCCC3)CC2)cc1 (configuration not stated) | -2 | -1
COC(=O)[C@]12C[C@H](CC(=O)NCc3ccc(OC)c(OC)c3)C(=O)N(Cc3ccccc3)C1=C[C@H](C1CCCC1)O[C@@H]2C | -24 | -1
COc1ccc(-c2cc(NC(=O)Cc3c[nH]c4ccccc34)ccc2Nc2cccnc2)cc1F | 90* | 20
COc1ccccc1OCCn1nc2ccccc2c1OC | -1 | 7
COc1cccc(C(=O)N[C@@H](Cc2cccnc2)C(=O)N2CCC[C@H]2C(=O)NC2CCCC2)c1 | 0 | 0

Screening results as filed in PubChem.
